Screening data from PubChem.
D2 antag – antagonizes the human D2 dopamine receptor; HEK293 TREx D2 cells, calcium flux, dopamine EC80; inhibition, % at 10 µM; 2% of 340,000 active; AID 485344; in the data active = inhibition above about 30%; also: 0% is about no effect
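HEK293 T-REx D2 cells, tet-induced, calcium dye no-wash. Cpd pintool add, 180 s kinetic, then EC80 DA, 180 s kinetic. Ca flux read.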
TrxR1 substrate – rat thioredoxin reductase 1 substrate activity; O89049; purified TrxR1 substrate turnover, NADPH consumption readout; Potency, µM (titrated, usually from 114 µM), for the others: at the highest dose activity change, negative = substrate turnover; 0.01% of 390,000 active; also: potency is read from the fitted curve at half-maximal effect; % is scaled to controls: 0 for no effect and ±100 for the full control effect; nearly all actives have a fitted effect of over 50% in size
Target sequence (O89049 whole entry, looked up): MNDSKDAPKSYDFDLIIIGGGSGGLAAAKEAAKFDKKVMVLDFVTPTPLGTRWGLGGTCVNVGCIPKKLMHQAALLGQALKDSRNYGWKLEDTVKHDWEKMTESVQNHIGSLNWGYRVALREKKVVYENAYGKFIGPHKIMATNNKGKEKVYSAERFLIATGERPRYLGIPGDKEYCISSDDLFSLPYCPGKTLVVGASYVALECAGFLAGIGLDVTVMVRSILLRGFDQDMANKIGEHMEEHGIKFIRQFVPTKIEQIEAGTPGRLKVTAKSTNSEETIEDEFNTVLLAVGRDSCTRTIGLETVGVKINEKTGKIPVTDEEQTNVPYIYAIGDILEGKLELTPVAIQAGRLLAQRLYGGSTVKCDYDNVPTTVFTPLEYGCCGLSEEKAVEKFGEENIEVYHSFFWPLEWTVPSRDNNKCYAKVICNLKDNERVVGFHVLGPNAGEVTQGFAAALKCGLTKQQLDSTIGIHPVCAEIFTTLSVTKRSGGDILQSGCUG
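Rat TrxR1, dispensed at 90 nM, was prereduced with 400 uM NADPH (final) for 5 min at ~22 deg C, then incubated with compound 15 min before 400 uM selenite. A first-read NADPH fluorescence drop versus no-compound background flagged substrates.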
rTrxR1 inhibitor – inhibitors of rat thioredoxin reductase 1; O89049; recombinant rTrxR1, NADPH fluorescence consumption, selenite substrate; Potency, µM (top dose mostly 114 µM), inactives show at the highest dose activity change, negative = inhibition, most hits filed as inhibitors; 1% of 390,000 active; AID 588453; also: potency is read from the fitted curve at half-maximal effect; % is scaled to controls: 0 for no effect and ±100 for the full control effect; nearly all actives have a fitted effect of over 65% in size
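Rat TrxR1 (90 nM in the dispensed reagent) was pre-reduced with 400 uM NADPH for 5 min at room temperature, then incubated with compound for 15 min. After 400 uM selenite was added, NADPH fluorescence (Ex 340/Em 450 nm) was followed for 8 min.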
USP1 inh – inhibitors of human USP1/UAF1 deubiquitinase | Potency, µM (top dose mostly 57.1 µM), for inactives: at the top dose activity change, negative = inhibition, most hits filed as inhibitors | recombinant USP1/UAF1, Ub-Rhodamine cleavage fluorescence | 0.23% of 390,000 active; also: potency is read from the fitted curve at half-maximal effect; % is scaled to controls: 0 for no effect and ±100 for the full control effect; nearly all actives have a fitted effect of over 60% in size; inactives centre near -12
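USP1/UAF1 complex at 1 nM was preincubated with compound for 15 min at room temperature, then Ub-Rho substrate (150nM final) was added. Fluorescence (480/540 nm) was read kinetically, 6 reads every 60 seconds.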
Pin1 inh – inhibitors of human Pin1 | Q13526 | Pin1 FP peptide displacement, HiFluor488, 10 min | Potency, µM (doses to about 115 µM), for inactives: at the top dose activity, negative = inhibition, actives largely listed as inhibitors | 0.009% of 390,000 active | AID 504891; active = well fitted inhibition curve with a large enough effect in the polarisation, with a control signal flat, not every such curve was filed as active; inconclusive = small, poorly fitted or top-dose-only effect, or effect the other way, or a change in a side signal; inactive = no such curve, though single readings can be large or run the other way; the % refers to the polarisation; also: potency is read from the fitted curve at half-maximal effect; % is scaled to controls: 0 for no effect and ±100 for the full control effect
Target sequence (Q13526 whole entry, looked up): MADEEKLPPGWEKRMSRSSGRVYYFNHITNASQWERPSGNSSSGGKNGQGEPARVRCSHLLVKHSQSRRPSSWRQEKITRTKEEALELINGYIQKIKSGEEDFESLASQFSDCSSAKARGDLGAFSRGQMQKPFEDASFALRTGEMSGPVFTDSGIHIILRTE
TRHR PAM – allosterically enhances the human TRH receptor. P34981. TRHR cells, fluo-8 calcium fluorescence, EC20 TRH enhancement. enhancement, % at 2 µM. 0.66% of 360,000 active; in the data active = enhancement above about 30%; also: 0% is about no effect
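TRHR-expressing cells loaded with fluo-8 calcium dye were read kinetically (ex 480/em 530) during compound addition, then stimulated with an EC20 of TRH (10 nM final). Enhancement of the Gq-mediated intracellular calcium response was scored.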
IDH1 R132H inh – human IDH1 R132H inhibition; Potency, µM (series often up to 76.6 µM), for the others: at the top dose activity change, negative = inhibition, most hits filed as inhibitors; IDH1-R132H enzyme, NADPH consumption, diaphorase/resazurin fluorescence; AID 602179; O75874; 0.093% of 390,000 active; also: potency is read from the fitted curve at half-maximal effect; % is scaled to controls: 0 for no effect and ±100 for the full control effect; nearly all actives have a fitted effect of over 65% in size
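IDH1-R132H (0.5 ug/mL dispensed) in pH 7.5 Tris buffer was preincubated 30 min with compound, then given a substrate mix of 0.016 mM NADPH and 2 mM alpha-KG for 80 min at room temperature; remaining NADPH was read by diaphorase/resazurin fluorescence.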
D2 agonist – agonists of human D2 dopamine receptor; P14416; activation, % at 2 µM; AID 485358; 0.53% of 340,000 active; HEK293 T-REx D2 cells, calcium flux agonist mode;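 active = activation over 3 SD above normal in the single-dose calcium agonist read, cut at about 30% in these data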; also: 0% is about no effect
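Tetracycline-induced HEK293 T-REx cells with force-coupled D2 receptor, plated overnight at 30 C, loaded with no-wash calcium dye. After a 10 s baseline, compound was pin-added and calcium flux read kinetically for 180 s; calcium rises flagged agonists.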
TRHR agonist – agonists of human TRH receptor; TRHR cells, calcium flux fluo-8, FDSS agonist mode; P34981; AID 493084; activation, % at 2 µM; 0.18% of 360,000 active; in the data active = activation above about 30%; also: 0% is about no effect
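Fluo-8-loaded TRHR cells; 10 s baseline, compound added, kinetic Ca2+ fluorescence read 1/s, agonist mode.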
Starred values were filed as active, the others as inactive; ? = inconclusive; · = no result given; & = joins results of further samples; [ ] = another dose, or the depositor's remark. Unless noted, calls follow the shape of the dose curve; as a rule, active = well fitted inhibition curve with a large enough effect; inconclusive = small, poorly fitted or top-dose-only effect; inactive = no such curve, though single readings can be large or run the other way. An excerpt, so the mix of outcomes need not match the whole.

Values in the order – Pin1 inh	TRHR agonist	TRHR PAM	rTrxR1 inhibitor	USP1 inh	D2 antag	D2 agonist	IDH1 R132H inh	TrxR1 substrate
1: N#Cc1ccc(OCC(=O)NNC(=S)NC2CCCCC2)cc1
  -1%	0.1	2	-16%	-1%	13	0.4	7%	-4%
2: Cc1ccc(N(C(=O)c2csnn2)C(C(=O)NC2CCCC2)c2cccnc2)c(C)c1 (stereo not drawn)
  ?	0.2	12	4%[57.1 µM]	8%	-6	0.0	0%	-1%[57.1 µM]
3: CN(C)C(=O)c1c(NC(=O)c2ccccc2)sc2c1CCC2
  3%	0.0	-3	10%[57.1 µM]	-16%	20	-0.2	3%	11%[57.1 µM]
4: Cn1c(=O)c(C(=O)NCCO)c(O)c2ccccc21
  -1%	-0.4	-1	15%[57.1 µM]	-14%	-14	-2.1	2%	16%
5: Nc1c(C(=O)Nc2ccc3c(c2)OCCO3)nnn1Cc1ccccc1
  1%	0.8	-5	9%	-19%	-7	2.0	4%	2%
6: Cc1noc(C)c1CSCC(=O)N1CCN(c2ccc(F)cc2)CC1
  0%	0.4	3	?	-15%	4	1.7	4%	0%
7: Cc1[nH]n(-c2ccccc2)c(=O)c1C=Nc1ccc(S(=O)(=O)N(C)C)cc1
  -4%	-0.2	3	-20%	-22%	12	-0.3	2%	-7%
8: CCOc1cc(C(=O)Nc2ccc(-c3nc4ncccc4o3)cc2C)cc(OCC)c1OCC
  3%	-1.6	-4	18%	-12%	·	0.3	-1%	9%[11.4 µM]
9: COc1ccc2c(c1)CCc1cn[nH]c1-2
  1%	-1.4	-3	16%	-14%	-4	0.4	-11%	-5%
10: CCNS(=O)(=O)c1ccc(CCC(=O)NCc2ccncc2)cc1
  1%	0.6	6	4%[57.1 µM]	-13%	16	0.6	4%	8%[57.1 µM]
11: O=C(COC(=O)c1ccc(-n2cnnn2)cc1)Nc1cc(Cl)ccc1F
  38%[activator]	-0.1	2	-1%	-14%	7	0.6	-12%	-6%
12: Nc1cc(Oc2ccc(Cl)cc2Cl)nc(N)n1
  3%	0.3	-2	-24%	9%	5	-0.6	-26%	-15%
13: CCOc1ccc(NC(=O)c2ccc(NC(=O)COC(=O)c3ccc(NC(=O)CC#N)cc3)cc2)cc1
  ?	-0.5	5	5%	-27%	-17	-0.2	0%	2%
14: CC(CCCC(C)(C)O)NCCO (stereo not drawn)
  -4%	0.5	-1	12%	4%	5	0.5	0%	-6%
15: COc1ncnc2c1NC1=C(S2)C(=NCCC(=O)O)CC(C)(C)C1
  ?	5.0	-6	-15%	?	0	2.3	7%	?
16: CCN(C(=O)COC(=O)CCCN1C(=O)c2cccc3cccc(c23)C1=O)C1CCS(=O)(=O)C1 (stereo not drawn)
  -4%	0.0	5	-2%	-16%	17	-0.4	0%	42%[activator]
17: O=C1c2cccc3c([N+](=O)[O-])ccc(c23)C(=O)N1Cc1cccnc1
  ?	8.8	-9	?	?	-12	2.7	9%	2%[57.1 µM]
18: O=c1[nH]c(-c2cccnc2)nc2ccccc12
  10%	0.6	-1	5%	-2%	16	0.4	-3%	3%
19: Cc1ccc(CNC(=O)Cn2c3ncccc3c(=O)n2-c2ccccc2)cc1
  -1%	0.2	6	21%[57.1 µM]	-13%	·	-0.1	1%	20%[57.1 µM]
20: N#CCCN(Cc1ccccc1)C(=O)Nc1ccccc1
  -12%	-0.5	-8	30%	-12%	·	·	0%	5%
21: Cc1ccc(C)c(Nc2ncnc3onc(C)c23)c1
  0%	0.8	-6	12%	1%	·	0.2	-8%	5%
22: CCCOc1ccc(-c2nnn(CC(=O)Nc3cccc(C(=O)OC)c3)n2)cc1
  4%	0.0	0	0%	-19%	-13	1.7	-3%	0%
23: CC(C(=O)c1ccccc1)[n+]1cccc(C(N)=O)c1 (stereo not drawn)
  1%	0.4	41*	16%[57.1 µM]	-9%	-19	0.6	-3%	6%[57.1 µM]
24: COc1ccc(/C(C)=N/NC(=O)CNC(=O)c2cccs2)cc1
  6%	-0.7	-2	4%	-12%	-15	0.8	-5%	-2%
25: NC(=O)CN1C(=O)/C(=c2\sc3nc(=O)c(Cc4ccccc4)nn3c2=O)c2ccccc21
  -15%	0.0	5	18µM*	-13%	-3	0.5	?	3%
26: CN(CC(=O)Nc1cccc(F)c1)C(=O)CCCn1c(=O)oc2ccccc21
  -2%	0.0	0	8%	-9%	-1	0.5	-12%	-1%
27: O=[N+]([O-])c1cccnc1S(=O)(=O)c1ccccc1
  3%	1.3	1	1.1µM*	-20%	-5	1.6	1%	1%
28: CC(C)CCNC(=O)CN(CCCN1CCOCC1)C(=O)Cn1nnc(-c2ccc(F)cc2)n1
  -1%	0.2	-1	3%	-12%	7	-0.2	6%	7%
29: O=C(NC1CCCCC1)C(c1ccc2ncccc2c1)N(Cc1ccc2c(c1)OCO2)C(=O)c1ccc2c(c1)OCCO2 (stereo not drawn)
  5%	-1.7	-27	3%[57.1 µM]	-24%	7	-0.4	-7%	9%[57.1 µM]
30: CC1CCCCC1NC(=O)C1CCN(C(=O)NC2CCCCC2)CC1 (stereo not drawn)
  -2%	-0.8	1	-1%	-10%	-12	-1.4	7%	-3%
31: Cc1ccc(S(=O)(=O)N(C)C)cc1[N+](=O)[O-]
  -7%	-0.8	1	5%	-4%	0	0.8	0%	-4%
32: CC(C)c1nnc(NC(=O)C2CC(=O)N(CCc3ccc(F)cc3)C2)s1 (stereo not drawn)
  -5%	-0.2	-5	15%	-17%	-17	-0.4	4%	5%
33: Cc1cc(C)nc(SCc2cn3ccccc3n2)n1
  -3%	-0.4	3	3%	-21%	38*	-0.8	8%	-2%
34: COc1ccc2nc3sc(C(=O)NCCCN4CCc5ccccc5C4)cc3cc2c1
  33%[activator]	0.4	1	-5%	?	-18	-1.1	8%	5%
35: CCCCN1CC[C@H]2C=CC[C@@H](C(=O)Nc3ccc(Cl)c(C(F)(F)F)c3)[C@H]2C1=O
  -2%	·	·	14%&-6%	-9%	·	·	5%	-1%&-5%
36: COCCNC(=O)c1cc2nc3c(c(C(F)(F)F)n2n1)CCc1ccccc1-3
  3%	-2.3	6	10%[57.1 µM]	-18%	2	-3.8	-5%	21%

rTrxR1 inhibitor: entries above that show a hit
nr	SMILES	Pin1 inh	TRHR agonist	TRHR PAM	rTrxR1 inhibitor	USP1 inh	D2 antag	IDH1 R132H inh	TrxR1 substrate
25	NC(=O)CN1C(=O)/C(=c2\sc3nc(=O)c(Cc4ccccc4)nn3c2=O)c2ccccc21	-15%	0.0	5	18µM*	-13%	-3	?	3%
27	O=[N+]([O-])c1cccnc1S(=O)(=O)c1ccccc1	3%	1.3	1	1.1µM*	-20%	-5	1%	1%

Limited to TrxR1 substrate and USP1 inh (four entries from above):
| item | canonical_smiles | TrxR1 substrate | USP1 inh |
| --- | --- | --- | --- |
| 32 | CC(C)c1nnc(NC(=O)C2CC(=O)N(CCc3ccc(F)cc3)C2)s1 (stereo not drawn) | 5% | -17% |
| 33 | Cc1cc(C)nc(SCc2cn3ccccc3n2)n1 | -2% | -21% |
| 34 | COc1ccc2nc3sc(C(=O)NCCCN4CCc5ccccc5C4)cc3cc2c1 | 5% | ? |
| 35 | CCCCN1CC[C@H]2C=CC[C@@H](C(=O)Nc3ccc(Cl)c(C(F)(F)F)c3)[C@H]2C1=O | -1%&-5% | -9% |
